PGC1a acetyl inh: PGC1a acetylation modulation, inhibitor mode | 0.17% of 350,000 active | U2OS PGC1a acetylation, AlphaScreen anti-acetyl-lysine; with virally co-expressed GCN5 acetyltransferase | inhibition, % at 15.6 µM | AID 651687;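 active = every replicate shows inhibition of at least 40%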;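 note: 0% = neutral control wells and 100% = positive control wells; some results beyond the cut were filed as inactive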
ARNT TACC3 PPI: ARNT/TACC3 interaction disruption; Q9Y6A5; inhibition, % at 9.99 µM; AlphaScreen His-ARNT PAS-B/GST-TACC3 binding, luminescence; TACC3 fragment carries E629A point mutation; 0.66% of 390,000 active; AID 623870;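 active = mean inhibition of replicates at least 50% and at least half of replicates each reaching 50%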;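 note: 0% = complete ARNT plus TACC3 wells and 100% = ARNT alone without TACC3; many hits fall short of the cut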
INS-1E GSIS act: GLuc luminescence reporter in INS-1E cells, primary screen for activators of glucose-dependent secretion of insulin; INS-1E GLuc reporter insulin secretion, 2-3 h; activation, % at 16.6 µM; 0.61% of 370,000 active; AID 743287;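 active = lowest replicate activation of at least 40%, so every replicate reaches that level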;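 note: 0% = median of neutral control wells and 100% = median of IBMX positive control wells; some compounds called inactive have numbers as strong as hits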
PAX8 reporter: inhibitors of PAX8 transcriptional activity in RMG-I cells. RMG-I TPO-luciferase reporter, SteadyGlo, 24 h. inhibition, % at 12.6 µM. 1.2% of 360,000 active. AID 652154;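 active = mean replicate inhibition at least 60% with every replicate also reaching 60%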;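 note: luciferase light reporting Pax8 driven TPO promoter activity; plate controls were median of neutral control wells for no effect and mitoxantrone controls for full effect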
Cneo AK release: Cryptococcus neoformans lysis via adenylate kinase release | 0.2% of 360,000 active | lysis activity, % at 15 µM | C. neoformans lysis, adenylate kinase release luminescence, 4 h; normalised: neutral wells 0, clomiphene wells 100;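 active = mean lysis activity across replicates of at least 80%, whatever share of replicates individually reach that level; inactive = mean lysis activity below 80%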
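Assay system: C. neoformans cells. Amount: yeast cell density of 5 × 10^6 cells/mL. Technique: AK luminescence. Buffer or medium: YPD. Times: static 4 h at 37 °C with compound, 1 h detection. Dosing: single-point compound dose. Read-out: lysis from increased AK signal.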
PglD DTNB: PglD (C. jejuni) enzyme inhibition; purified PglD enzyme, DTNB colorimetric CoA detection; inhibition, % at 12.5 µM; 0.098% of 360,000 active; in the data active = inhibition above about 16%, passing the limit was not always enough; note: strong numbers were not always called active
LGR2 antag: blocks bursicon-induced cAMP signaling via Drosophila LGR2; HEK293 LGR2, CRE-luciferase, bursicon-stimulated, 4 h; inhibition, % at 9.99 µM; 0.35% of 380,000 active; AID 720647;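 active = drop in luminescence signal, shown as inhibition above about 50% in the replicate tests, limit read from the data, passing the limit was not always enough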;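 note: agonist challenge used bursicon conditioned medium at about half maximal strength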
C2C12 statin: suppression of simvastatin myotoxicity | C2C12 myotubes + simvastatin, ATP luminescence, 48 h; scaled: DMSO 0, geranylgeraniol control 100 | rescue of ATP level, % at 7.49 µM | 0.78% of 330,000 active;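 active = mean ATP rescue above about 67%, or every replicate alone reaching that limit, limit read from the data, passing the limit was not always enough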;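 note: myotubes were challenged with 10 µM simvastatin during compound exposure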
* marks the source's active call; other numbers are inactive results; / = not tested or not shown. This is a random part of the collection; about 2.9% have a hit in one of these screens.

Every second line gives: PGC1a acetyl inh, ARNT TACC3 PPI, INS-1E GSIS act, PAX8 reporter, Cneo AK release, PglD DTNB, LGR2 antag, C2C12 statin
- COc1ccc(-c2ccc([C@H]3[C@@H](C#N)N(C(=O)c4cccc(F)c4)[C@@H]3CO)cc2)cc1
    -2.8, 13.3, -2.8, -23.8, 0.7, 2.6, -16.1, 22.8
- C[C@H](CO)N1C[C@H](C)[C@H](CN(C)S(=O)(=O)c2cccs2)Oc2ccc(NC(=O)Cn3cnnn3)cc2C1=O
    -6.9, -5.7, 4.4, /, 2.8, -10.9, -14.9, 26.4
- Cc1ccc(NC(=O)C(=O)NCc2ccc(/C=N/NC(=O)c3c(C)nc4ccccn34)o2)cc1
    -0.1, 1.0, -0.5, 22.1, -1.9, 1.9, -59.9, /
- O=C(N/C(=C\c1ccc(Br)cc1)C(=O)N1CCCC1)c1ccccc1F
    -5.5, -3.4, -2.6, -5.5, 1.0, -2.5, -12.4, -0.3
- CC(C)CN(C(=O)COC(=O)CSc1ccc([N+](=O)[O-])cc1)C1CCS(=O)(=O)C1 (stereo not given)
    /, 1.3, 7.2, -4.8, 0.2, 3.4, -1.3, 1.6
- C[C@H]1CN([C@@H](C)CO)C(=O)Cc2cc(NS(=O)(=O)c3ccccc3)ccc2O[C@H]1CN(C)C(=O)Nc1ccc(F)cc1
    -0.6, -18.3, 4.8, -24.5, 1.0, 0.1, -7.1, -1.5
- COc1ccc(CN(C)C(=O)C23CC4CC(CC(Cl)(C4)C2)C3)c(OC)c1OC
    -3.6, 4.3, -16.1, 3.0, -0.8, -2.5, -3.3, 3.6
- Cc1cccc(NCc2ccc(Br)cc2)n1
    9.6, 1.6, 11.7, -19.5, -1.7, 4.7, -54.3, 1.9
- O=C(c1ccc(CS(=O)(=O)c2ccc(Br)cc2)o1)N1CCN(c2ncccn2)CC1
    -10.7, -4.3, 19.4, -30.3, 0.0, 2.2, 11.0, 17.1
- Cc1ccc(S(=O)(=O)N(C)C[C@H]2Oc3c(NC(=O)C4CCOCC4)cccc3C(=O)N([C@H](C)CO)C[C@@H]2C)cc1
    2.6, -2.3, 2.8, -15.6, 5.6, -0.9, -1.2, -6.7
- Cc1noc(C)c1S(=O)(=O)N(C)C[C@H]1Oc2c(cccc2N(C)C)C(=O)N([C@@H](C)CO)C[C@H]1C
    -3.1, /, -1.2, -7.6, 0.9, -0.1, 12.5, 24.7
- COC(=O)C(C)Oc1cc(OC(C)C(=O)OC)c2c(-c3ccccc3)cc(=O)oc2c1 (stereo not given)
    /, 2.6, -10.5, 26.9, 1.5, 7.9, 6.5, 2.0
- Nc1ccccc1C(=O)Nc1nccs1
    2.1, -34.1, -3.1, -108.8, -3.1, -1.6, -13.0, 3.1
- COc1ccc(OC)c(NC(=O)c2ccc(CN(c3cc(Cl)ccc3C)S(=O)(=O)c3ccccc3)cc2)c1
    -0.1, -1.5, /, /, -1.8, -3.6, /, 42.2
- CN(C)S(=O)(=O)N1CCC(Oc2cccc(C(=O)N3CCSCC3)c2)CC1
    /, -8.9, 21.6, 0.9, 0.0, 4.3, -9.4, 1.2
- COc1ccc(S(=O)(=O)N2CCN(C)CC2)c2ccccc12
    0.9, -1.6, 20.8, -3.0, -0.3, 9.1, 12.1, 0.1
- CCOC(=O)c1c(-c2ccc(C)o2)csc1NC(=O)CSc1nnc(C)s1
    -7.8, -0.5, /, /, -1.7, 1.4, /, -1.7
- CN(C)c1cccc(C(=O)Nc2cccc(S(=O)(=O)NC3=NCCC3)c2)c1
    -4.9, -0.1, 8.5, -78.5, -8.2, -2.7, -47.4, 2.2
- N#C/C(=C/c1cn(-c2ccccc2)nc1-c1cccc(OCc2ccccc2)c1)C(=O)NCCCn1ccnc1
    /, 3.2, 13.8, -5.4, -1.0, 3.2, 2.7, /
- COc1ccc(C(CCN)Cc2ccccc2)cc1 (stereo not given)
    /, 2.8, -6.8, 11.4, /, /, -4.3, /
- CC(=O)c1sc(NC(=O)C2CCN(C(=O)c3ccccc3C)CC2)nc1-c1ccccc1
    -13.6, 2.8, -37.0, 13.3, 0.0, -0.1, 6.7, 11.8
- O=C(NCc1ccccc1)C1CCCN(S(=O)(=O)c2ccc(F)cc2)C1 (stereo not given)
    /, -0.4, 3.6, 26.9, -4.1, -2.2, 0.4, -0.6
- Cc1ccc(CNC(=O)C2(c3cccs3)CCOCC2)cc1
    -3.5, 29.3, 2.8, /, -0.5, -2.8, 0.1, /
- Cc1ccc(-n2c(=S)sc3c(=O)n(-c4ccccc4C)c(SCC(=O)O)nc32)cc1C
    7.4, -1.4, -2.0, -8.4, -3.0, -1.2, 0.6, 17.5
- CC(C)(C)OC(=O)N[C@@H](Cc1ccccc1)C(=O)N[C@@H](CO)[C@H](O)[C@@H]1C[C@@H]1C(=O)N1CCCC1
    /, 2.6, -4.1, -44.1, -1.6, -2.0, -7.2, 9.4
- C[C@H]1CN([C@@H](C)CO)C(=O)c2cccc(NC(=O)NC3CCCCC3)c2O[C@H]1CN(C)Cc1ccc2c(c1)OCO2
    10.2, 10.7, -16.0, 22.1, -0.8, 0.3, 5.8, 41.0
- N#CNC(N)=Nc1cccc(Cl)c1
    -3.4, 3.4, /, -15.0, -0.4, -1.1, /, -21.9
- COc1ccc(C#Cc2cnc3c(c2)C(=O)N([C@H](C)CO)C[C@H](C)[C@H](CN(C)C)O3)cc1
    19.4, -11.5, 8.2, /, 1.9, 2.5, -1.1, -1.9
- COc1ccccc1NC(=S)N(CCN(C)C)C(C)c1ccncc1 (stereo not given)
    -8.4, 2.6, 2.4, -23.0, 3.1, 0.0, -15.6, /
- CNC[C@@H]1OCCCC[C@H](C)Oc2ccc(NS(=O)(=O)c3ccc(C)cc3)cc2C(=O)N([C@H](C)CO)C[C@H]1C
    -35.8, -2.7, -3.3, 2.5, 43.4, -5.0, -10.9, 4.9
- CCc1ccc(-c2csc3ncn(CC(=O)NCc4ccco4)c(=O)c23)cc1
    7.1, -5.4, -9.1, 11.6, 0.8, 3.0, 20.2, 7.8
- CCCNC(=O)C[C@H]1CC[C@@H]2[C@H](COc3ccc(NC(=O)C4CCCC4)cc3C(=O)N2C)O1
    -8.4, 2.7, -5.6, 0.1, -1.8, 0.7, -8.3, -6.3
- O=C1CN(C(=O)COC(=O)c2cccs2)c2ccccc2N1
    2.3, -9.0, -2.2, 0.6, 0.6, -1.0, 14.7, 18.1
- Cc1ccc(OC(C)C(=O)N2CC(=O)Nc3ccccc32)c(C)c1 (stereo not given)
    /, -55.0, -24.6, -13.6, 0.9, 13.2, 14.6, -4.1
- O=C(NCCCN1CCOCC1)c1cc(-c2ccccc2F)no1
    7.1, 10.3, 141.7, 2.4, 0.0, -1.7, -20.4, -9.5
- C[C@@H]1CN([C@H](C)CO)C(=O)c2cccc(NS(=O)(=O)c3ccccc3)c2O[C@H]1CN(C)S(=O)(=O)c1ccccc1
    0.8, -3.7, 12.8, /, 40.3, -1.4, 5.5, -23.2
- Cc1ccc(C(=O)Nc2ccccc2N2CCCCC2)o1
    /, -14.0, -17.5, -3.9, 0.7, 0.0, 7.7, -8.2
- COc1ccc(C2=CSC3=NCCN23)cc1Br
    2.5, /, 6.3, -1.9, 0.0, 0.6, 3.6, /
- Cc1ccc(C(=O)NCC(=O)OCc2nnc(-c3ccc([N+](=O)[O-])cc3)o2)s1
    /, /, -6.5, -17.4, 2.6, 0.3, -6.9, 0.7
- CS(=O)(=O)Nc1ccc2c(c1)[C@@H]1C[C@H](CC(=O)NCc3cccnc3)O[C@H](CO)[C@@H]1O2
    4.3, -6.7, 4.2, 12.4, 3.4, -1.7, -8.9, -3.4
- Cc1ccccc1-n1nnnc1SCC(=O)N(C)C1CCS(=O)(=O)C1 (stereo not given)
    4.1, 1.7, -1.2, -5.1, 0.2, -2.0, -4.4, 6.8
- O=C(NC1CCCCC1)NC1(C(=O)NCCCN2CCOCC2)CCCCC1
    4.2, -17.6, /, /, -2.4, -5.5, /, -5.2
- CC(=O)Nc1cccc(/C(C)=N/NC(=O)c2ccccc2Cl)c1
    13.6, 3.0, 1.3, /, -0.5, 0.4, 5.4, 10.1
- COc1ccc(NC(=O)CSc2ccc([N+](=O)[O-])cc2)cc1S(=O)(=O)N1CCOCC1
    -3.8, /, -30.4, -20.2, /, /, 1.6, 1.3
- CC(C)(C)c1ccc(C(=O)NCC(=O)N2CCCC2)cc1
    /, -5.4, 3.9, -57.3, -1.3, 4.6, -9.6, -7.3
- Cc1ccc(N2CC(C(=O)Nc3ccc(S(=O)(=O)NCC4CCCO4)cc3)CC2=O)cc1C (stereo not given)
    /, -0.2, -15.8, 6.5, -7.4, -6.7, 4.6, 4.3
- COc1ccc(-c2cc(CNc3nc4cc(-c5ccccc5C)sc4c(=O)n3C)on2)cc1
    16.1, /, 25.4, -114.4, -7.9, 5.0, -79.8, 15.9
- C[C@H]1CN([C@@H](C)CO)C(=O)Cc2cc(NC(=O)CCN3CCOCC3)ccc2O[C@H]1CN(C)C(=O)NC1CCCCC1
    -0.3, -1.4, 0.2, 6.2, 52.3, -1.9, 25.5, 7.8
- S=C(Nc1ccc(Nc2ccccc2)cc1)NC1CCCCCC1
    /, 10.0, -6.0, -0.1, /, /, 30.0, /
- Cc1ccccc1NC(=O)Cc1nc(COC(=O)/C=C/c2ccc(F)cc2)cs1
    10.6, /, /, 2.5, 0.2, 4.2, -6.4, -8.8
- CCOC(=O)C1CCCN(C(=O)c2cc(=O)c3ccccc3o2)C1 (stereo not given)
    1.4, -6.0, /, /, -2.5, 0.0, /, 4.4
- C[C@H]1CN([C@@H](C)CO)S(=O)(=O)c2ccc(-c3ccccc3F)cc2O[C@H]1CN(C)C
    2.9, 18.8, 0.6, 0.9, 0.4, 2.4, 3.9, 27.5
- N#Cc1ccc(C(=O)Nc2nnc(-c3ccccn3)o2)cc1
    -9.4, 54.4*, /, -21.5, 0.9, 5.5, /, /
- O=C(c1ccc(CS(=O)(=O)Cc2ccc(Cl)cc2)o1)N1CCCC1
    4.9, 2.0, 5.5, /, 1.3, -5.1, 0.1, 5.6
- C[C@@H]1CCCCO[C@@H](CN(C)S(C)(=O)=O)[C@H](C)CN([C@@H](C)CO)C(=O)c2cc(NC(=O)c3ccccc3)ccc2O1
    -93.1, -2.8, 8.7, 9.8, 56.3, -3.2, -7.9, 19.0
- Cc1ccc(-c2ccc([C@H]3[C@@H](CO)N4C(=O)CN(C(=O)c5ccncc5)C[C@@H]34)cc2)cc1
    -15.7, /, -1.4, -23.2, /, /, 2.7, /
- CCOc1ccc(S(=O)(=O)NCc2ccc(OC)cc2)c2cccnc12
    0.2, 14.4, 16.5, 1.9, 3.6, -0.4, -3.5, -2.7
- O=C(COc1ccccc1)N1CCN(S(=O)(=O)c2ccc(Br)cc2)CC1
    -6.9, 4.0, -0.2, -2.3, -2.6, 1.3, -15.9, -1.6
- C[C@H]1CN([C@@H](C)CO)C(=O)Cc2cc(NC(=O)Nc3ccc(F)cc3)ccc2O[C@@H]1CN(C)S(=O)(=O)c1ccc(F)cc1
    -8.1, -3.3, -2.1, /, 40.7, -1.9, -1.9, -3.1
- CCN(C(=O)c1cn(C)c(=O)c2ccccc12)c1ccccc1F
    -2.7, 9.4, -2.3, 15.0, 1.9, 2.1, -32.6, 0.1

In the list so far, these contain a tert-butyl group.
Every second line gives: PGC1a acetyl inh, ARNT TACC3 PPI, INS-1E GSIS act, PAX8 reporter, Cneo AK release, PglD DTNB, LGR2 antag, C2C12 statin
- CC(C)(C)OC(=O)N[C@@H](Cc1ccccc1)C(=O)N[C@@H](CO)[C@H](O)[C@@H]1C[C@@H]1C(=O)N1CCCC1
    /, 2.6, -4.1, -44.1, -1.6, -2.0, -7.2, 9.4
- CC(C)(C)c1ccc(C(=O)NCC(=O)N2CCCC2)cc1
    /, -5.4, 3.9, -57.3, -1.3, 4.6, -9.6, -7.3
